FadD28 binding – inhibitors of FadD28 bisubstrate probe binding, primary screen, biochemical, fluorescence polarization, single point | AID 588549, 2011 | Mycobacterium tuberculosis FadD28 fatty-acid-AMP ligase | actives 0.22% (n = 360,000) | inhibition, % at 12.5 µM; in the data active = inhibition above about 8.5%, passing the limit was not always enough; inconclusive = no clear call, values can overlap the other calls
GDH-TPI counter – GDH-TPI coupling enzyme inhibitors, primary screen, artefact control for M. tuberculosis FBA inhibitor project, biochemical, absorbance, full deck; inhibition, % at 4.8 µM; GDH-TPI coupled enzyme counterscreen, NADH absorbance; AID 588335, 2011; actives 1.2% (n = 360,000);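 also: 0% = DMSO wells and 100% = wells lacking the enzyme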
DUSP3 inh – VHR1 phosphatase inhibitors, primary screen, biochemical, absorbance, uHTS; Dual specificity protein phosphatase 3 (Homo sapiens), P51452; recombinant VHR phosphatase, pNPP absorbance; inhibition, % at 13.3 µM; actives 0.52% (n = 290,000); in the data active = inhibition above about 50%; also: some compounds called inactive have numbers as strong as hits
Target sequence (P51452 whole entry, looked up): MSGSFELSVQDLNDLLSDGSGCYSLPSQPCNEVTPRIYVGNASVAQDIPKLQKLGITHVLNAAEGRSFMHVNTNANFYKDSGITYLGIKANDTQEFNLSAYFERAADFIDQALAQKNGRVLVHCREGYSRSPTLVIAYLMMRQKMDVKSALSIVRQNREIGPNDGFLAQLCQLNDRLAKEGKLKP
BoNT-F LC inh – BoNT/F light chain protease inhibitors, primary screen, biochemical, flow cytometry, MLPCN library; Botulinum neurotoxin type F light chain protease (Clostridium botulinum); Multiplex microsphere protease cleavage assay; inhibition, % at 10 µM; actives 0.22% (n = 360,000); in the data active = inhibition above about 35%, passing the limit was not always enough; inconclusive = no clear call, values can overlap the other calls; also: plate controls were buffer without enzyme for full effect and enzyme alone for no effect
Rv3671c protease – Rv3671c serine protease inhibitors, primary screen, biochemical, fluorescence polarization, M. tuberculosis H37Rv; P9WHR9; inhibition, % at 5.96 µM; actives 0.048% (n = 320,000); AID 2606, 2010; in the data active = inhibition above about 38%;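 also: extracellular domain of Rv3671c used as enzyme; 0% = enzyme with DMSO and 100% = no enzyme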
CCHFV vOTU inh – CCHFV vOTU protease inhibitors, primary screen, biochemical, Pep-AMC substrate, fluorescence; AID 651958, 2012; Crimean-Congo hemorrhagic fever virus L polyprotein viral ovarian tumor (vOTU) protease …; actives 0.55% (n = 370,000); inhibition, % at 11.5 µM; also: 0% = vehicle wells with enzyme and 100% = no enzyme wells
Mtb UGM inh – M. tuberculosis UGM enzyme inhibitors, primary screen, biochemical, fluorescence polarization, single point; purified UGM, fluorescence polarization probe displacement; UDP-galactopyranose mutase (Mycobacterium tuberculosis (strain ATCC 25618 / H37Rv)), …; AID 504406, 2011; inhibition, % at 10 µM; actives 0.06% (n = 320,000); in the data active = inhibition above about 10%, passing the limit was not always enough; inconclusive = no clear call, values can overlap the other calls
Target sequence (P9WIQ1 whole entry, looked up): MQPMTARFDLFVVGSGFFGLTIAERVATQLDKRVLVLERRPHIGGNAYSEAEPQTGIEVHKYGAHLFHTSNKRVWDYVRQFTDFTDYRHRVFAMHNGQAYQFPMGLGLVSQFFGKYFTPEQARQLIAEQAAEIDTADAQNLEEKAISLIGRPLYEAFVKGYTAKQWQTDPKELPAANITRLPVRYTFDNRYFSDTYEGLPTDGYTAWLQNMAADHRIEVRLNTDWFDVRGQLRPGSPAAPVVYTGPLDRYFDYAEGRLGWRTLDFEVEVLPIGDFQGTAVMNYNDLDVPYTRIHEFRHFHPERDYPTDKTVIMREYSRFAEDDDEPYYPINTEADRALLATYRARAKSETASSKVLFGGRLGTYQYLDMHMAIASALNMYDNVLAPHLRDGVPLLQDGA
Mtb BioA inh – M. tuberculosis BioA enzyme inhibitors, primary screen, biochemical, plate reader, single point, HTS | 7,8-diaminopelargonic acid synthase BioA (Mycobacterium tuberculosis) | purified M. tuberculosis BioA enzyme | inhibition, % at 9.99 µM | actives 0.096% (n = 360,000); in the data active = inhibition above about 40%; inconclusive = no clear call, values can overlap the other calls
MazEF act – activators of E. coli MazEF toxin-antitoxin RNase, primary screen, biochemical, fluorescence, uHTS | Endoribonuclease toxin MazF (Escherichia coli (strain K12)), P0AE70 | FAM/BHQ RNA-DNA oligo cleavage fluorescence, 5 h | activation, % at 20 µM | actives 0.32% (n = 350,000); in the data active = activation above about 50%
Target sequence (P0AE70 whole entry, looked up): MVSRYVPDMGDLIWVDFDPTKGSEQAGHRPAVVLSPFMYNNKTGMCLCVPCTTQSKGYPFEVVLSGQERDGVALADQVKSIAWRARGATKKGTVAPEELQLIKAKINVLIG
Mtb FBA inh – Mtb FBA enzyme inhibitors, primary screen, biochemical, fluorescence, strain H37Rv; actives 2.3% (n = 360,000); purified M. tuberculosis FBA, fluorescence read-out; inhibition, % at 1 µM; Fructose-bisphosphate aldolase (Mycobacterium tuberculosis (strain ATCC 25618 / H37Rv)), …; AID 588726, 2011; in the data active = inhibition above about 27%;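 also: 0% = vehicle and 100% = reference inhibitor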
Target sequence (P9WQA3 whole entry, looked up): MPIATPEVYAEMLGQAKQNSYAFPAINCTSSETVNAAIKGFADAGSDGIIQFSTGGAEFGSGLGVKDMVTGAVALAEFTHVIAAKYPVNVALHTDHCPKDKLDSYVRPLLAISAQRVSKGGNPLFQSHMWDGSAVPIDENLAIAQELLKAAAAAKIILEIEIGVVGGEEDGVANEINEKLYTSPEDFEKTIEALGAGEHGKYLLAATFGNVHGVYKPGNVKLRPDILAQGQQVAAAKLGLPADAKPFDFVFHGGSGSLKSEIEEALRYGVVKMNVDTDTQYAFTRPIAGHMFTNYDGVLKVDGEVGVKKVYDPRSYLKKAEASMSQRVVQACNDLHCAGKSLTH
* marks the source's active call; other numbers are inactive results; u = inconclusive; x = no result given. Rule as the data show it, unless noted: active = inhibition above about 30%; inactive = the rest.

SMILES | FadD28 binding | GDH-TPI counter | DUSP3 inh | BoNT-F LC inh | Rv3671c protease | CCHFV vOTU inh | Mtb UGM inh | Mtb BioA inh | MazEF act | Mtb FBA inh
CCOc1ccccc1O[C@H](c1ccccc1)[C@H]1CNCCO1 | 0.0 | 7 | x | -9 | 5 | 1 | 3.3 | -4.0 | 0 | 1
CCOC(=O)/C(=C\C=C1/Sc2ccccc2N1CC)C(C)=O | 2.5 | 9 | -10 | 12 | -11 | 25 | -8.0 | -36 | -193 | -41
Cn1c(=O)c2c(nc(N/N=C/c3cccs3)n2C)n(C)c1=O | -3.9 | 25 | 17 | u | -5 | 22 | 1.5 | -1.4 | 1 | -6
C=CCCCCCCCCC(=O)NNC1=CC(=O)CC(C)(C)C1 | -0.4 | 2 | 10 | -5 | -1 | -1 | -1.2 | x | -2 | 4
CCn1c(SCC(=O)Nc2ccc(OC)cc2)nc2c1c(=O)n(C)c(=O)n2C | -1.3 | 1 | 7 | -2 | 3 | 11 | -2.2 | -0.8 | 2 | -1
CC1CCCC(NC(=O)COC(=O)c2cc(S(=O)(=O)N3CCCCC3)ccc2N2CCOCC2)C1C (stereo not given) | 0.3 | 14 | 19 | -3 | 4 | 9 | 0.9 | -0.6 | 4 | 0
CCCC(c1nnnn1Cc1ccco1)N1CCN(C(=O)c2ccco2)CC1 (stereo not given) | 0.4 | 6 | 0 | -2 | 9 | 0 | 0.9 | 1.4 | -1 | 4
CC(=O)Nc1ccc(C2Nc3cc(C)c(C)cc3NC3=C2C(=O)CC(C)(C)C3)cc1 (stereo not given) | -3.2 | 26 | 9 | u | 5 | -3 | 1.6 | 0.5 | 9 | -2
Cc1cc2cc(CN(Cc3cccs3)S(=O)(=O)c3ccc4c(c3)OCCO4)c(=O)[nH]c2cc1C | -3.0 | 0 | 43 | -2 | -8 | 0 | -3.0 | x | 39 | 2
CC(=O)c1ccc(N/C=C/C(=O)c2ccc(Br)cc2)cc1 | -2.0 | 0 | 13 | 1 | 7 | -13 | 0.6 | -1.7 | 3 | -1
Cn1nnc(NC(=S)NC(=O)Cc2ccccc2)n1 | -3.4 | -6 | -3 | -4 | -7 | 15 | -3.3 | -1.3 | -16 | -1
O=S(=O)(c1ccccc1)N1CCN(c2cccc(Cl)c2)CC1 | -0.6 | 3 | 18 | -5 | 2 | 14 | 1.4 | -0.6 | 7 | 1
COc1ccc(S(=O)(=O)N2CCCC(N(C)CCc3ccccc3)C2)cc1OC (stereo not given) | 0.9 | -3 | 11 | 1 | -4 | -13 | 2.1 | -1.3 | 3 | 4
Cc1ccc(C(=O)O)c(C(=O)Nc2nc3ccccc3s2)c1 | -5.5 | -8 | 2 | 12 | -3 | 1 | 1.8 | x | 2 | 0
COc1ccc(CNC(=O)CC23CC4CC(CC(C4)C2)C3)cc1 | -0.8 | 0 | 29 | -1 | -13 | 13 | -0.1 | -1.4 | 9 | 6
COc1cccc(OCc2nnc(SCC(=O)OC3CCCCC3)n2C)c1 | -3.7 | 4 | 12 | -1 | 4 | 5 | -0.3 | 2.5 | -8 | 0
Cc1ccccc1NC(=O)CSc1nnnn1C | 2.5 | -5 | 21 | -4 | 1 | 11 | -2.4 | -0.6 | 2 | 1
Cn1c(SCc2cccc(F)c2)nnc1-c1cnccn1 | 1.3 | -2 | 13 | u | 7 | -14 | -2.2 | 2.3 | 6 | 1
Cc1ccc(Nc2nnc(SCC(=O)NC(Cc3c[nH]c4ccccc34)C(=O)O)s2)cc1 (stereo not given) | 2.9 | 5 | 40 | -7 | -7 | -6 | -0.4 | 2.3 | 1 | 4
CS(=O)(=O)c1ccc2nnn(OCC(=O)Nc3cccc(C#N)c3)c2c1 | -0.6 | -3 | 6 | -12 | -5 | -9 | 0.8 | x | -1 | 1
COc1ccccc1-c1noc(-c2ccccc2C(=O)Nc2ccccc2)n1 | -1.5 | 1 | -14 | 5 | 0 | 5 | -0.1 | -1.2 | 24 | 4
CN(NC(=O)c1cccc(Cl)c1)c1nc(-c2ccccc2)nnc1C(F)(F)F | -2.5 | 14 | 2 | 5 | -5 | -3 | 0.8 | x | 21 | 3
COc1ccccc1NC(=O)CS(=O)(=O)c1cn(CC(=O)N2CCOCC2)c2ccccc12 | -2.5 | -4 | 20 | 0 | 3 | -8 | 3.2 | x | -4 | 0
CN(c1ccccc1N(C)S(=O)(=O)c1ccccc1)S(=O)(=O)c1ccccc1 | -0.4 | 4 | x | x | 1 | -1 | -0.5 | -0.7 | 2 | -1
CCN1CCN(Cc2ccc(NC(=O)c3ccc(C)c(NC(=O)c4cncc(-c5cccs5)c4)c3)cc2C(F)(F)F)CC1 | 0.7 | 9 | x | -31 | x | x | x | -1.1 | -66 | 2
C=C(C)c1cccc(C(C)(C)NC(=O)NCCCN2CCCC2=O)c1 | -2.9 | 1 | 8 | 9 | -1 | 5 | -1.1 | 0.3 | 12 | 0
O=C(COc1ccc(-n2cnnn2)cc1)Nc1ccc(F)c(F)c1F | 0.4 | 8 | x | 1 | -6 | -4 | -2.3 | -2.1 | 2 | 4
CCC(C)Nc1nc2c(c(=O)[nH]c(=O)n2C)n1CCCc1ccccc1 (stereo not given) | -1.0 | 7 | 28 | u | -3 | -10 | -0.6 | -1.0 | 9 | -3
COc1ccc(CN2C3CCC2CC(NC(=O)c2cc(OC)c(OC)c(OC)c2)C3)cc1 (stereo not given) | -0.4 | 5 | 6 | x | 2 | -9 | 2.6 | 0.8 | 7 | -1
Cc1cc(OC(=O)c2ccc(S(=O)(=O)N(C)C)cc2)c([N+](=O)[O-])c(=O)[nH]1 | -1.9 | -1 | 6 | -3 | 2 | 8 | 1.1 | x | -4 | -1

Four successive compounds from above, for reference:
SMILES | FadD28 binding | GDH-TPI counter | DUSP3 inh | BoNT-F LC inh | Rv3671c protease | CCHFV vOTU inh | Mtb UGM inh | Mtb BioA inh | MazEF act | Mtb FBA inh
CN(NC(=O)c1cccc(Cl)c1)c1nc(-c2ccccc2)nnc1C(F)(F)F | -2.5 | 14 | 2 | 5 | -5 | -3 | 0.8 | x | 21 | 3
COc1ccccc1NC(=O)CS(=O)(=O)c1cn(CC(=O)N2CCOCC2)c2ccccc12 | -2.5 | -4 | 20 | 0 | 3 | -8 | 3.2 | x | -4 | 0
CN(c1ccccc1N(C)S(=O)(=O)c1ccccc1)S(=O)(=O)c1ccccc1 | -0.4 | 4 | x | x | 1 | -1 | -0.5 | -0.7 | 2 | -1
CCN1CCN(Cc2ccc(NC(=O)c3ccc(C)c(NC(=O)c4cncc(-c5cccs5)c4)c3)cc2C(F)(F)F)CC1 | 0.7 | 9 | x | -31 | x | x | x | -1.1 | -66 | 2

New compounds follow:
SMILES | FadD28 binding | GDH-TPI counter | DUSP3 inh | BoNT-F LC inh | Rv3671c protease | CCHFV vOTU inh | Mtb UGM inh | Mtb BioA inh | MazEF act | Mtb FBA inh
S=C(Nc1ccc(Cl)c(Cl)c1)N1CCOCC1 | -8.0 | 2 | -2 | -6 | 2 | -2 | 0.6 | x | 5 | 0
Cc1nc(Sc2nnnn2-c2ccccc2)c(C#N)c(C)c1C | -4.5 | 6 | 0 | 2 | -10 | -5 | -0.3 | 0.9 | 0 | -1
O=C(CCN1C(=O)C2CC=C(Cl)CC2C1=O)NCc1ccco1 (stereo not given) | -0.8 | -5 | -4 | -18 | -2 | -5 | -0.3 | 2.5 | -7 | 2
Clc1ccc(CSc2ncccn2)cc1 | -0.6 | 2 | 29 | 4 | -1 | 8 | -0.6 | -0.6 | -3 | 1
COc1cc(NC(=O)CCc2c(C)noc2C)c(C(=O)O)cc1OC | -0.1 | 6 | x | -4 | x | 1 | x | 0.4 | 3 | 3
COc1ccc(/C=N/N2C(=O)c3ccccc3C2=O)cc1 | -1.8 | 7 | 2 | 0 | -2 | 12 | -1.0 | x | 0 | 3
c1ccc(C(Cc2nc(-c3ccccn3)no2)c2ccccc2)cc1 | 0.7 | -15 | 20 | 2 | -8 | 2 | -0.2 | 1.6 | -5 | 3
COc1ccc(OS(=O)(=O)c2c(C)noc2C)cc1 | 0.2 | 5 | 20 | u | -3 | -7 | 1.9 | -3.4 | 2 | 0
COC(=O)c1ccc(S(=O)(=O)NCCSc2nnc3c4ccccc4n(C)c3n2)cc1 | -5.8 | 6 | 19 | -2 | -10 | x | 1.4 | x | 0 | -2
C=CCNC(=O)N1c2ccccc2Sc2ccccc21 | 0.5 | 5 | 66 | 13 | -1 | -11 | -0.9 | 0.7 | 2 | 0
O=C1c2ccccc2C(=O)N1C1CCCCC1 | -3.4 | -4 | -25 | u | -7 | -12 | -1.2 | -0.7 | 0 | -1
O=c1c2ccccc2oc2cc(-c3ccc4[nH]ccc4c3)ccc12 | -6.4 | 20 | x | -1 | -92 | -1 | 3.0 | -0.8 | -11 | 6
O=C(NCc1ccncc1)C1Cc2c(-c3ccc(Cl)cc3)ccnc2O1 (stereo not given) | -0.1 | 14 | x | -2 | x | 6 | x | 1.4 | x | 4
Cc1ccc(OCc2cc(C(=O)NCC(C)(C)N3CCOCC3)no2)cc1C | 0.8 | 1 | 1 | 12 | -2 | -5 | -0.5 | 0.0 | -6 | 3
O=C(c1ccc2ccccc2c1)N1CCN(c2ccccc2)CC1 | -2.5 | -3 | 11 | -1 | 1 | 2 | 1.3 | 2.4 | 1 | 0
O=C(O)c1cc(S(=O)(=O)N2CCCC2)ccc1Br | -0.5 | -6 | -4 | -13 | 0 | -6 | -1.9 | -0.7 | -6 | -1
COc1ccc(/C=C/C(=O)NCC(=O)N/N=C/c2cccnc2)cc1 | -3.5 | 2 | 16 | -3 | 8 | -6 | -0.1 | x | -20 | -6
c1ccc(-c2nn3c(-c4ccccc4)nnc3o2)cc1 | -2.1 | 12 | x | -4 | x | 14 | x | -2.1 | 1 | 1
COc1ccc(/C=C(/NC(=O)c2ccccc2)C(=O)N2CCCC2)cc1 | -1.1 | -3 | 10 | -16 | -4 | 2 | -2.9 | -0.9 | -14 | 2
NC(=O)C1(NC(=O)[C@@H]2CC3(CC(c4cccc(NC(=O)[C@@H]5CCC(=O)N5)c4)=NO3)CN2C(=O)Cc2ccc(C(F)(F)F)cc2)CC1 (stereo not given in full) | -2.8 | -1 | 31 | -8 | -4 | -3 | 1.5 | -0.5 | 4 | 1
COc1cccc2cc(C(=O)Nc3ccccc3Cl)/c(=N/NS(=O)(=O)c3ccccc3)oc12 | -2.5 | 0 | -12 | 0 | -7 | 11 | 0.2 | -0.2 | 6 | -3
CCCC(C)NC(=O)CN1C(=O)NC2(CCc3ccccc32)C1=O (stereo not given) | 0.7 | 4 | 15 | -6 | 3 | 6 | -2.0 | -0.9 | 4 | -3
CCCCN(C(=O)COc1ccc(F)cc1)c1c(N)n(CC(C)C)c(=O)[nH]c1=O | -1.2 | 1 | x | 4 | x | 7 | x | 0.6 | -1 | 0
COc1ccc(Nc2nc3ccccc3s2)cc1 | 0.2 | 3 | 18 | 0 | 0 | 0 | -0.2 | x | -6 | -2
O=C(CNC(=O)c1cccs1)NCCN1CCN(c2ccccc2F)CC1 | 1.0 | 6 | -6 | -2 | 0 | -18 | 0.7 | 6.9 | 5 | 1
COc1ccc(N2C(=O)c3cccc4cccc(c34)C2=O)nn1 | -0.4 | 22 | -8 | -4 | 0 | -23 | 0.1 | -0.8 | 4 | 26

Screening results: PubChem, several laboratories
